Source: PubChem BioAssay
AmpC no deterg = AmpC beta-lactamase inhibition without detergent | AID 485341 | P00811 | actives 0.52% (n = 330,000) | Potency, µM (highest dose often 57.1 µM), for inactives: at the highest dose activity change, negative = inhibition, most hits filed as inhibitors | AmpC nitrocefin hydrolysis, absorbance 480 nm, 0.0001% Triton;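 further: potency means the concentration at half of the fitted maximal effect; plate controls were no compound for no effect and no enzyme for full effect; nearly all actives have a fitted effect of over 20% in size; some results filed as inactive show a strong effect at the top dose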
Target sequence (P00811 whole entry, looked up): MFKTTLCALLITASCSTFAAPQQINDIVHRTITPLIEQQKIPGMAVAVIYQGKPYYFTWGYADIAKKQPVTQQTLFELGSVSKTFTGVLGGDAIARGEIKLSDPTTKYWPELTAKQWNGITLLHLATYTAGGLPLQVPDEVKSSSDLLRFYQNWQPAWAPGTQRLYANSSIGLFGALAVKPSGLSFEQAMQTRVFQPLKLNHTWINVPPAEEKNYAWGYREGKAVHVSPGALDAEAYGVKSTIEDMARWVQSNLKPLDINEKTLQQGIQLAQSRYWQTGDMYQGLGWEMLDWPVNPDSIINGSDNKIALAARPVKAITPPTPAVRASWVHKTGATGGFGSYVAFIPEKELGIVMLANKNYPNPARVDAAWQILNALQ
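AmpC (5.3 nM in the dispensed reagent) in 20 mM phosphate pH 7.0 with 0.01% (detergent screen) or 0.0001% Triton X-100 was preincubated with compounds for 15 min at room temperature. Nitrocefin was then added from an 800 uM solution, and hydrolysis was followed at 480 nm.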
LmPK inh = LmPK (Leishmania mexicana) enzyme inhibition | purified LmPK, Kinase-Glo ATP luminescence, 1 h | actives 0.37% (n = 290,000) | Potency, µM (titrated, usually from 57.5 µM), for inactives: at the top dose activity change, negative = inhibition, most hits filed as inhibitors | Q27686; further: potency means the concentration at half of the fitted maximal effect
Target sequence (Q27686 whole entry, looked up): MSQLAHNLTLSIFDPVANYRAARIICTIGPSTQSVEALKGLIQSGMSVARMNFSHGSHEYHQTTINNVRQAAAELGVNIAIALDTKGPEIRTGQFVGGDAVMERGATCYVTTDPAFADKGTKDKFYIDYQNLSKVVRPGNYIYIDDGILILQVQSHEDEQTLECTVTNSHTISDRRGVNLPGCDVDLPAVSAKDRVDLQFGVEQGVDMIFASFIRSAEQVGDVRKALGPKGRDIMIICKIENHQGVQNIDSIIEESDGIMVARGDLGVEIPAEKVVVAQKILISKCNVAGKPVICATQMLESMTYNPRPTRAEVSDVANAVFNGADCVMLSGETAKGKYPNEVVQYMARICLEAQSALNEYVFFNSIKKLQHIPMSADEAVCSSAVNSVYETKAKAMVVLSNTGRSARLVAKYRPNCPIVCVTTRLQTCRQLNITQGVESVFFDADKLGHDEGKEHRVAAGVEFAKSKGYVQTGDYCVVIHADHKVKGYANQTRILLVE
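In 50 mM imidazole pH 7.2 with 7 mM MgCl2, LmPK (0.1 nM) turned over PEP (0.5 mM) and ADP (0.1 mM) for 1 h at room temperature. Luciferase read-out of ATP.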
HCMV inh = inhibitors of human cytomegalovirus | HFF cells, HCMV-luciferase reporter, 72 h; active compounds read low | activity change, negative = inhibition, % at 57.5 µM | actives 4.5% (n = 410,000) | AID 1259415; in the data active means activity change below about -60%; inconclusive means no clear call, values can overlap the other calls; inactive means above about -39%
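After 16 h attachment at 37C, HFF cells received test compound and HCMV-luciferase (1 PFU/cell); reporter luminescence read 72 h later, data normalized against buffer-only and known inhibitor Salinomycin.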
AmpC detergent = inhibitors of E. coli AmpC beta-lactamase with detergent. AmpC hydrolysis of nitrocefin, absorbance 480 nm, 0.01% Triton. AID 485294. Potency, µM (highest dose often 114 µM), inactives show top-dose activity change, negative = inhibition, hits mostly inhibitors. actives 0.041% (n = 370,000). P00811;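 further: potency means the concentration at half of the fitted maximal effect; 0% = no-compound wells and -100% = no-enzyme wells; nearly all actives have a fitted effect of over 25% in size; some results filed as inactive show a strong effect at the top dose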
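20 mM phosphate pH 7.0 + 0.01% (detergent screen) or 0.0001% Triton X-100; 5.3 nM AmpC reagent; cpd preinc 15 min RT; nitrocefin (800 uM stock) to start; A480 q20 s × 4 min; Activity was normalised to no-enzyme and no-compound control wells.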
AMA1 RON2 block = inhibitors of Plasmodium falciparum AMA1-RON2 interaction | AlphaScreen AMA1-biotinylated RON2 peptide binding | Potency, µM (highest dose often 58.2 µM), for the others: at the top dose activity change, negative = inhibition, actives largely listed as inhibitors | actives 0.2% (n = 360,000);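 further: potency means the concentration at half of the fitted maximal effect; 0% = vehicle wells and -100% = peptide control; nearly all actives have a fitted effect of over 45% in size; some results filed as inactive show a strong effect at the top dose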
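AMA1 (3D7) with his tag at 25 nM final met compounds first, then biotinylated RON2 peptide at 25 nM; detection used donor plus acceptor beads, 10 µg/mL apiece, read by AlphaScreen after 30 min at room temperature.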
Tb PYK inh = T. brucei pyruvate kinase inhibition; Potency, µM (highest dose often 76.8 µM), for the others: at the top dose activity, negative = inhibition, actives largely listed as inhibitors; Q57TT1; TbPYK enzyme, Kinase-Glo Plus ATP luminescence, 45 min; actives 0.12% (n = 410,000); AID 624173; further: potency means the concentration at half of the fitted maximal effect; nearly all actives have a fitted effect of over 50% in size
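In this concentration-response screen, enzyme-free wells defined baseline while DMSO plates tracked drift. Each reaction combined TbPYK, substrate, compound and 130 uM ADP for 45 min at room temperature. Kinase-Glo Plus luminescence gave the signal.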
Sm TGR inh = inhibitors of Schistosoma mansoni thioredoxin glutathione reductase. Potency, µM (doses to about 114 µM), for inactives: at the highest dose activity change, negative = inhibition, actives largely listed as inhibitors. actives 3% (n = 360,000). Q962Y6. purified TGR, DTNB reduction, TNB absorbance 405 nm. AID 485364; further: potency means the concentration at half of the fitted maximal effect; nearly all actives have a fitted effect of over 60% in size
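First, TGR (20 nM dispensed) and NADPH were mixed with compound. Second, a 15 min room-temperature incubation followed. Third, further NADPH and then DTNB were added to start the reaction. Finally, TNB absorbance was monitored kinetically.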
Numbers without * were called inactive; ? = inconclusive; · = no result given; [ ] = remark or other dose. Unless noted, the call rests on the fitted dose curve; in most records, active means well fitted curve in the direction sought with a large enough effect; inconclusive means small, poorly fitted or top-dose-only effect, or another doubt; inactive means no such curve, though single readings can be large; an effect the other way counts as inactive or inconclusive. Unless noted, on the % scale 0 is the no-effect control and ±100 the full control effect.

[1] CCCCCc1cc(=O)oc2c(C(CCN3CCCC(C)C3)c3ccc(N(C)C)cc3)c(OC)cc(OC)c12 (stereo not drawn)
[2] CCCCn1c(N)c(N(CC(C)C)C(=O)CSCC(=O)Nc2cccc(C)c2)c(=O)[nH]c1=O
[3] CC(C)(C)C(=O)NCc1ccc(C(=O)CSc2nnc(C3CC3)n2C2CC2)s1
[4] CC(C)OCCCNC(=O)c1cc(-c2cccnc2)nc2ccccc12
[5] OCn1ncn(-c2ccccc2)c1=S
[6] COc1ccc(C(=O)N2CCC2(C)C(=O)O)cc1F (stereo not drawn)
[7] Cc1ccc(CCC(=O)NCc2ccccc2)o1
[8] O=S(=O)(Cc1ccccc1)NCc1cccnc1
screen / no.	1	2	3	4	5	6	7	8
AmpC no deterg	122%[activator]	-1%	2%	32%	-23%	·	22%	-3%
LmPK inh	-2%	·	·	0%	-6%	·	0%	-5%
HCMV inh	·	-10	-2	-9	1	22	3	-17
AmpC detergent	1%	0%	?	?	?	·	9%	?
AMA1 RON2 block	14µM*	0%	-8%	4%	-1%	12%	15%	17%
Tb PYK inh	-8%	-3%	-13%	-10%	-21%	6%	-5%	-5%
Sm TGR inh	-33%	-3%	-28%	4%	-26%	·	35µM*	0%

[9] O=C(CS(=O)(=O)Cc1ccccc1)Nc1nc2ccccc2s1
[10] COc1ccc(S(=O)(=O)N2CCCC(C(=O)NCc3ccncc3)C2)cc1 (stereo not drawn)
[11] O=C1Nc2ccccc2/C1=N/N=C/c1ccc(-c2ccc([N+](=O)[O-])cc2)o1
[12] O=C(CCN1CCCCC1)NNC(=S)NC(=O)c1ccc(Br)cc1
[13] O=c1[nH]c(O)c(C=Nc2ccc(F)c(Cl)c2)c(=O)[nH]1
[14] O=C(c1ccc(S(=O)(=O)c2cccc(Cl)c2)c([N+](=O)[O-])c1)N1CCN(c2ccccn2)CC1
[15] Cc1cc(C(=O)COC(=O)c2ccccc2O)c(C)n1Cc1cccs1
[16] CCn1c(SCC(=O)Nc2nc(-c3ccccc3)cs2)nc2c1c(=O)n(C)c(=O)n2C
screen / no.	9	10	11	12	13	14	15	16
AmpC no deterg	-25%	-15%	-21%	-28%	1%	32%	-17%	-26%
LmPK inh	15%	2%	-1%	-2%	2%	-7%	?	2%
HCMV inh	-10	?	-83*	35	?	-78*	-103*	-37
AmpC detergent	-1%	-11%	-7%	-1%	-8%	7%	?	0%
AMA1 RON2 block	-11%	-16%	-4%	45%[activator]	5%	-18%	-8%	12%
Tb PYK inh	-9%	6%	-15%	7%	0%	1%	2%	-11%
Sm TGR inh	7%	4%	-8%	0%	-28%	3.5µM*	3%	0%

[17] CCCS(=O)(=O)Nc1c(C(=O)O)[nH]c2ccccc12
[18] Fc1ccc(CSc2ncnc3sc4c(c23)CCCC4)cc1
[19] COc1ccc(/C(O)=C2/C(=O)C(=O)N(Cc3cccnc3)C2c2ccco2)cc1OC (stereo not drawn)
[20] Cc1ccc(C2CCN(C(=S)Nc3cccc(Cl)c3)C2)cc1 (stereo not drawn)
[21] Cc1cc(/C=N/NC(=O)C(O)(c2ccccc2)c2ccccc2)c(C)n1-c1ccccc1
[22] N#C/C(=C\c1ccc(OCCN2CCOCC2)cc1)C(=O)Nc1ccc(S(N)(=O)=O)cc1
[23] CCc1nc(SCC(=O)Nc2ccc(Br)cn2)n[nH]1
[24] Cc1cc(NC(=O)c2cccn(Cc3cccc(Cl)c3)c2=O)no1
screen / no.	17	18	19	20	21	22	23	24
AmpC no deterg	-6%	-34%	-21%	-20%	-27%	-6%	-10%	·
LmPK inh	3%	-4%	0%	-5%	1%	-1%	-12%	·
HCMV inh	66	72	119	-11	3	-3	-9	-22
AmpC detergent	4%	-1%	-8%	7%	3%	-3%	-2%	3%
AMA1 RON2 block	0%	23%	-9%	22%	77%[activator]	16%	·	·
Tb PYK inh	-7%	0%	0%	-13%	0%	-6%	·	3%
Sm TGR inh	2%	-21%	-4%	7%	1%	1%	-13%	-1%

[25] CCOC(=O)[C@]12Cc3cc(OC)ccc3[C@H]1N(Cc1ccccc1)C(=O)c1cc(OC)ccc12
[26] CCOC(=O)c1c(N)sc2c1CCC(C)C2 (stereo not drawn)
[27] COc1ccc(Cl)cc1NC(=O)CCNS(=O)(=O)c1cccc2nonc12
[28] O=C(CCC1CCCC1)N1CCN(S(=O)(=O)c2ccc(Br)cc2)CC1
[29] O=C(Nc1ccnn1C1CCN(Cc2ccc(C#CCCO)cc2)CC1)c1cccc(F)c1
[30] COc1ccc2c(c1)c(=O)cc(C)n2CC(=O)NCc1ccco1
[31] O=C(NCCc1cccs1)C1CC(c2cccc([N+](=O)[O-])c2)=NO1 (stereo not drawn)
[32] Cc1ccc(NC(=O)C(=O)NCCN2CCN(S(C)(=O)=O)CC2)cc1
screen / no.	25	26	27	28	29	30	31	32
AmpC no deterg	·	-30%	-16%	-20%	53%	-2%	4%	-8%
LmPK inh	·	6%	10%	·	3%	3%	0%	6%
HCMV inh	6	?	37	28	35	50	56	-26
AmpC detergent	·	-3%	?	-5%	7%	?	3%	3%
AMA1 RON2 block	-9%	5%	-2%	25%	-5%	-19%	14%	8%
Tb PYK inh	1%	-26%	6%	1%	-1%	-1%	-2%	-1%
Sm TGR inh	·	1%	1%	-8%	1%	-28%	-16%	·

[33] NC(=O)C1=C[C@@H](c2ccc(C(F)(F)F)cc2)C[C@@H](OCCCCO)O1
[34] COc1ccc(C2c3ccc(O)cc3Oc3ncn(Cc4ccco4)c(=N)c32)cc1 (stereo not drawn)
[35] CCCCOc1ccc(S(=O)(=O)NC(=O)C2(C)CCN2C(=O)Cc2ccccc2Cl)cc1 (stereo not drawn)
[36] COc1cc(NC(C)CCc2ccccc2)cc(OC)c1OC (stereo not drawn)
[37] CCOC(=O)N1CCN(CCC(=O)Nc2cccc(Cl)c2C)CC1
[38] CC(C)Cc1ccc(C#N)c(SCC(N)=O)n1
[39] Cc1nnc(SCC(=O)N(CC(C)C)c2c(N)n(CC(C)C)c(=O)[nH]c2=O)n1-c1ccccc1
[40] N#CCC(=O)N/N=C/c1coc2ccccc2c1=O
screen / no.	33	34	35	36	37	38	39	40
AmpC no deterg	39%	-46%	·	-23%	4%	-18%	193%[activator]	?
LmPK inh	6%	4%	·	-2%	8%	-2%	4%	3%
HCMV inh	-28	53	-6	34	18	15	-13	1
AmpC detergent	5%	-6%	·	-10%	-15%	?	5%	-2%
AMA1 RON2 block	4%	3%	-2%	-19%	-5%	2%	0%	118%[activator]
Tb PYK inh	-5%	-10%	-1%	0%	1%	0%	-23%	-13%
Sm TGR inh	?	-36%	·	0%	-1%	-8%	8%	-25%

Arranged by molar mass (smallest number first): some entries from above
[38] CC(C)Cc1ccc(C#N)c(SCC(N)=O)n1
[36] COc1cc(NC(C)CCc2ccccc2)cc(OC)c1OC (stereo not drawn)
[30] COc1ccc2c(c1)c(=O)cc(C)n2CC(=O)NCc1ccco1
[31] O=C(NCCc1cccs1)C1CC(c2cccc([N+](=O)[O-])c2)=NO1 (stereo not drawn)
[37] CCOC(=O)N1CCN(CCC(=O)Nc2cccc(Cl)c2C)CC1
[33] NC(=O)C1=C[C@@H](c2ccc(C(F)(F)F)cc2)C[C@@H](OCCCCO)O1
[32] Cc1ccc(NC(=O)C(=O)NCCN2CCN(S(C)(=O)=O)CC2)cc1
[29] O=C(Nc1ccnn1C1CCN(Cc2ccc(C#CCCO)cc2)CC1)c1cccc(F)c1
[39] Cc1nnc(SCC(=O)N(CC(C)C)c2c(N)n(CC(C)C)c(=O)[nH]c2=O)n1-c1ccccc1
screen / no.	38	36	30	31	37	33	32	29	39
AmpC no deterg	-18%	-23%	-2%	4%	4%	39%	-8%	53%	193%[activator]
LmPK inh	-2%	-2%	3%	0%	8%	6%	6%	3%	4%
HCMV inh	15	34	50	56	18	-28	-26	35	-13
AmpC detergent	?	-10%	?	3%	-15%	5%	3%	7%	5%
AMA1 RON2 block	2%	-19%	-19%	14%	-5%	4%	8%	-5%	0%
Tb PYK inh	0%	0%	-1%	-2%	1%	-5%	-1%	-1%	-23%
Sm TGR inh	-8%	0%	-28%	-16%	-1%	?	·	1%	8%

(further entries)
[41] Fc1ccc2c(c1)-c1c(cnc3cc(-c4ccc(Cl)cc4)nn13)CO2
[42] O=C(NCc1ccccn1)C1Nc2ccc(C(F)(F)F)cc2C2C=CCC12 (stereo not drawn)
[43] C=CCOC(=O)C1=C(C)NC(C)=C(C(=O)OCC=C)C1/C=C/c1ccccc1
[44] COc1ccc(N2CC(C)Cn3c2nc2c3c(=O)n(Cc3ccccc3)c(=O)n2C)c(OC)c1 (stereo not drawn)
[45] CC(=O)Nc1cccc(NC(=O)NC2CC(=O)N(c3ccc4c(c3)OCCO4)C2)c1 (stereo not drawn)
[46] CCCCCCC#Cc1ccc2c(c1)COc1c3ccccc3nn1-2
[47] N#Cc1cc(C(=O)c2ccccc2O)cn(-c2nccs2)c1=O
[48] CNc1ccc(OC)cc1-n1cnc(-c2ccc([N+](=O)[O-])cc2)c1
screen / no.	41	42	43	44	45	46	47	48
AmpC no deterg	·	·	8%	160%[activator]	·	-10%	-30%	8%
LmPK inh	·	·	2%	8%	·	-14%	-1%	1%
HCMV inh	32	3	-7	-9	-6	36	51	29
AmpC detergent	-1%	·	6%	4%	·	-5%	-9%	3%
AMA1 RON2 block	·	78%[activator]	18%	8%	-2%	-5%	17%[11.6 µM]	-4%
Tb PYK inh	0%	-22%	-7%	-6%	-8%	-1%	0%	-6%
Sm TGR inh	2%	·	-32%	-8%	·	6%	-11%	2%

[49] CN(C)S(=O)(=O)c1cccc(C(=O)OCC(=O)Nc2ccc3c(c2)OCCO3)c1
[50] CCCCCN(C(=O)CCC(=O)OCc1cccc(F)c1)c1c(N)n(CCCC)c(=O)[nH]c1=O
[51] COc1ccc(Cl)cc1NC(=O)c1cc2ccccn2n1
[52] COc1cc(/C=C/C(=O)OCC(=O)NCc2ccc3c(c2)OCO3)cc(OC)c1OC
screen / no.	49	50	51	52
AmpC no deterg	-30%	11%	·	-15%
LmPK inh	·	·	·	·
HCMV inh	21	-38	46	-15
AmpC detergent	-2%	?	5%	·
AMA1 RON2 block	-5%	16%	·	15%
Tb PYK inh	2%	-1%	1%	1%
Sm TGR inh	-35%	-9%	-2%	·

An unsorted share of the library; any-hit rate near 7.4%.
